Compound activity: PubChem, Emory University Molecular Libraries Screening Center
14-3-3g Raf = 14-3-3 gamma protein interaction modulation. P61981. FP, 14-3-3gamma / TMR-pS259-Raf peptide binding. inhibition, % at 40 µM. 0.19% of 160,000 active. AID 422; in the data active = inhibition above about 30%;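 also: 0% = protein plus tracer without compound and 100% = blank with tracer alone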
Target sequence (P61981 whole entry, looked up): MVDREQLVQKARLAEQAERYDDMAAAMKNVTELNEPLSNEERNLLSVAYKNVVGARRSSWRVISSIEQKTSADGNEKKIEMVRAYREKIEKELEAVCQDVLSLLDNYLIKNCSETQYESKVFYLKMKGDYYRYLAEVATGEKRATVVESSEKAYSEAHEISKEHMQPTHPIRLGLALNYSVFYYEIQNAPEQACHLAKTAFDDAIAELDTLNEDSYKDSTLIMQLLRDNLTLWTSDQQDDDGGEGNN
* hit, by the source's call; & = joins results of further samples.

Start of the data: the first four records, to show the layout:
14-3-3g Raf	Structure
19.0	COc1ccc(C2C(C(=O)c3cccs3)=C(O)C(=O)N2c2nnc(C)s2)cc1 (stereo unspecified)
-8.8	COC(=O)c1ccccc1NC(=O)CN1CCN(C23CC4CC(CC(C4)C2)C3)CC1
1.4	O=[N+]([O-])c1ccc(N2CCOCC2)cc1N1CCN(CCO)CC1
-0.3&0.7	CC(C)c1nc(N2CCOCC2)c(C#N)c2c1CCCC2

This part in full, from the start:
14-3-3g Raf	Structure
19.0	COc1ccc(C2C(C(=O)c3cccs3)=C(O)C(=O)N2c2nnc(C)s2)cc1 (stereo unspecified)
-8.8	COC(=O)c1ccccc1NC(=O)CN1CCN(C23CC4CC(CC(C4)C2)C3)CC1
1.4	O=[N+]([O-])c1ccc(N2CCOCC2)cc1N1CCN(CCO)CC1
-0.3&0.7	CC(C)c1nc(N2CCOCC2)c(C#N)c2c1CCCC2
-13.1&-25.9	CCCCOc1ccccc1C1NC(=O)NC(C)=C1C(=O)OCc1ccco1 (stereo unspecified)
2.1&0.1	CN1C(=O)C(O)(CC(=O)c2ccc3c(c2)OCO3)c2ccccc21 (stereo unspecified)
-14.8	CC1CCN(S(=O)(=O)c2ccc3c(c2)N(CC(=O)NCCN2CCCCC2C)C(=O)CS3)CC1 (stereo unspecified)
-20.7	O=C(CC1OC(=O)C(Br)=C1Br)CC1OC(=O)C(Br)=C1Br (stereo unspecified)
-7.2	CCCOc1ccc(/C(O)=C2\C(=O)C(=O)N(CCCN(C)C)C23C(=O)N(C)c2ccccc23)cc1 (stereo unspecified)
0.0	CC(=O)Nc1cc(C(=O)N2CCOCC2)ccc1Sc1ccc(Cl)cc1
1.1	COC(=O)C1=CN(Cc2ccc(Cl)cc2)C=C(C(=O)OC)C1c1ccc(O)cc1
-9.0	COc1ccc(-n2nc(C(=O)Nc3ccc4c(c3)OCCO4)c3ccccc3c2=O)cc1
-7.2	CC(=O)N1CCc2cc(NC(=O)CSc3nnc4sc5ccccc5n34)ccc21
-6.3&-6.1	O=C(CCN1C(=O)C2CC=CCC2C1=O)N1CCN(c2ccccn2)CC1 (stereo unspecified)
11.7	N#Cc1ccc(NC(=O)c2ccc(-c3ccccc3)cc2)cc1
6.2	CCOC(=O)c1ccc(NC(=O)CC2SC(=O)N(c3ccccc3)C2=O)cc1 (stereo unspecified)
2.5	Cc1ccc(C2Nc3ccccc3C(=O)N2Cc2ccccc2)cc1 (stereo unspecified)
-2.1	Cc1ccc(S(=O)(=O)N(C)CC(=O)Nc2ccncc2)cc1
-7.0	CC(=O)NC(CC(C)C)C(=O)O (stereo unspecified)
-12.1	O=C(Oc1cccc2cccnc12)c1ccccc1I
-9.8	COc1cccc(CN2CCCC(C(=O)N3CCCCC3)C2)c1OC (stereo unspecified)
-1.1	CCOC(=O)c1c(N2C(=O)C3ON(c4ccccc4C)C(c4ccccc4)C3C2=O)sc(C)c1C (stereo unspecified)
-2.3	O=C1c2ccccc2C(=O)N1CCCC(=O)N1c2ccccc2Sc2ccccc21
-9.7	O=C(O)c1cc(S(=O)(=O)N2CCOCC2)ccc1Br
-9.0	COc1ccc(-c2oc3ncnc(NCCCO)c3c2-c2ccc(OC)cc2)cc1
-5.1	Cc1cc(C)c2c(N)c(C(=O)Nc3ccc(Cl)cc3)sc2n1
3.2	O=C(Nc1ccccn1)C(O)(c1ccccc1)c1ccccc1
-65.4	CCCn1c(CCC(=O)O)ccc1-c1ccc(OC)cc1
1.8	O=C1CN(C(=O)c2cccc(F)c2)C(c2ccccc2)c2cc(Br)ccc2N1 (stereo unspecified)
0.2	CC(C)NC(=O)C1CC(=O)N(C2CCCCCC2)C1 (stereo unspecified)
-3.7	CCn1c(SCC(=O)c2ccc(C)cc2)nnc1-c1ccoc1C
12.0	COc1ccc(-c2csc(NC(=O)c3cccc(Br)c3)n2)cc1
5.0	O=C(O)C1CCCCC1C(=O)Nc1ccc(S(=O)(=O)N2CCCCCC2)cc1 (stereo unspecified)
8.3	Cn1c(=O)c2c(nc(SCc3ccc(F)cc3)n2Cc2ccccc2)n(C)c1=O
-0.9	CCOC(=O)c1cccc(NC(=O)CNS(=O)(=O)c2cccs2)c1
4.5	Cc1ccc(-n2nc(C(=O)NCc3ccc(F)cc3)c3c4ccccc4n(C)c3c2=O)cc1
4.9	CC1C2NC(=O)N(Cc3ccccc3)C1(C)Oc1ccccc12 (stereo unspecified)
-3.2	Cc1c(C(=O)NCc2ccc(F)cc2)oc2ccc(S(=O)(=O)N3CCCCCC3)cc12
-10.4	CCOc1ccc(-c2nnc(SCC)c3ccccc23)cc1
-4.1	Oc1ccccc1-c1nc2ccccc2s1
-5.4	CCN(CC)c1ccc(C2C(C(=O)OC)=C(C)NC(C)=C2C(=O)OC)cc1
-8.2	CCOP(=O)(c1ccccc1)c1nc(-c2ccccc2C)oc1N1CCCCC1 (stereo unspecified)
8.3	N#Cc1ccc(Cl)c([N+](=O)[O-])c1
-41.0	O=c1c(Oc2ccccc2)c(C(F)(F)F)oc2c3c(ccc12)OCCO3
-1.3	CN(CC(=O)NCc1ccco1)S(=O)(=O)c1cccc2cccnc12
3.4	COc1ccc(-c2csc(Nc3ccc(S(=O)(=O)Nc4nc(C)cc(C)n4)cc3)n2)cc1C
6.8	CC1(C)Cc2nc(Cl)c(C(N)=O)cc2CO1
3.5	Cc1ccc(C)c(N(C)S(=O)(=O)c2cccc3nsnc23)c1
-6.7	O=C(Nc1cccc(Cl)c1)N(CCCN1CCOCC1)Cc1ccccc1F
-2.7	COc1cc(C2NC(=O)NC(C)=C2C(=O)OCC(Cl)(Cl)Cl)cc(OC)c1OC (stereo unspecified)

(next part)
14-3-3g Raf	Structure
-0.4	Cc1cc(NC(=O)CN2CCC(O)(c3cccc(F)c3)CC2)no1
-1.3	CCOCCCNC(=O)c1ccc2c(c1)N(Cc1cc(C)ccc1C)C(=O)CS2
-3.7	COc1ccc(-n2nc3ccccc3n2)cc1
-7.9	COc1ccc(-c2nnc(CSc3nnc(-c4ccncc4)n3C3CCCCC3)o2)cc1OC
-149.1	CNc1c(C(=O)O)ccc2c1C(=O)c1ccccc1C2=O
0.7&-26.9	CCCOC(=O)CCNc1n[nH]c(=O)[nH]c1=O
1.1	CCC(C)NC(=O)CSc1nnc(-c2ccc(C(C)(C)C)cc2)n1C (stereo unspecified)
0.6	Cn1c(=O)oc2cc(S(=O)(=O)NCCC(=O)N3CCc4ccccc43)ccc21
-1.6	CCOC(=O)c1c(C)oc2cc(Br)c(OCc3ccc([N+](=O)[O-])cc3)cc12
-2.1	CCOc1c(Br)cc(C2Nc3ccccc3NC3=C2C(=O)CC(c2cc(OC)c(OC)c(OC)c2)C3)cc1OC (stereo unspecified)
-60.6	c1ccc(-c2nc(-c3ccccc3)c(-c3cccs3)[nH]2)cc1
1.4	N#C/C(=C1/CCCCCN1)c1nnc2n1CCCCC2
-3.1	COc1ccccc1OCc1ccc(C(=O)Nc2ccncc2)o1
-5.6	Cc1cc(C(=O)N2CCC(C)CC2)ccc1[N+](=O)[O-]
12.7	COc1cc(SC)ccc1C(=O)Nc1ccc(Cl)cn1
-18.6	COc1cc(Cl)c(C)cc1NC(=O)CSC
-6.2	Cc1ccn2c(-c3csc(Nc4ccc(N)cc4)n3)c(C)nc2c1
-7.8	CN(C)S(=O)(=O)c1ccc(C(=O)N2CC(=O)Nc3ccc(F)cc3C2c2ccccc2)cc1 (stereo unspecified)
5.6	Cc1cc(C)c2cc(CN(CCO)C(=O)Nc3ccc(Cl)cc3)c(=O)[nH]c2c1
9.4	CCn1cc(C(=O)O)c(=O)c2cc(F)c(N(C)CCc3ccc(OC)c(OC)c3)cc21
-3.7	O=S(=O)(Cc1ccccc1)N1CCCC1
-8.0	COc1ccc(C2C3=C(CC(C)(C)CC3=O)Nc3c2ccc2ccccc32)cc1OC (stereo unspecified)
-0.8	CCOC(=O)CSc1nnc(CNC(=O)c2cc(OC)c(OC)c(OC)c2)n1C
-5.8	COC(=O)c1cc(-c2c(C)oc3cc(O)ccc3c2=O)c(C)o1
-14.2	O=C(NCC(c1cccnc1)N1CCN(c2ccc(F)cc2)CC1)c1ccc(F)cc1 (stereo unspecified)
-5.1&-8.3	O=C(CN1CCOCC1)Nc1c2c(nc3c1CCC3)CCC2
-17.7	CCOCCOC(=O)C1=C(C)NC2=C(C(=O)CC(C)(C)C2)C1c1ccc(CC)cc1 (stereo unspecified)
-5.1	CCn1c(SCC(=O)Nc2cc(NC(C)=O)ccc2OC)nnc1-c1ccccn1
-35.1	COC(=O)c1c(NC(=O)c2ccc(OC)cc2OC)sc2c1CCCCC2
2.6	CC1CCN(S(=O)(=O)c2ccc3[nH]c(=O)cc(C(=O)NCCCN4CC(C)CC(C)C4)c3c2)CC1 (stereo unspecified)
-9.3	O=C(COc1ccccc1)Nc1ccc(S(=O)(=O)NCc2ccco2)cc1
-8.2	COc1cccc(-n2ccnc2SCC(=O)Nc2cccc(Cl)c2)c1
-4.0	Fc1cccc(N=c2oc3ccccc3cc2-c2nc3ccccc3[nH]2)c1
3.4	CCOC(=O)CSc1nc2cc(C(=O)NCC3CCCO3)ccc2c(=O)n1Cc1ccco1 (stereo unspecified)
5.3	COc1ccc(N2CCN(CCNC(=O)CCS(=O)(=O)c3cccc4nsnc34)CC2)cc1
0.7	COc1ccc(NC(=O)c2cc3c(=O)n(C)c4ccccc4c3s2)cc1OC
7.9	CCC(=O)N1CCN(c2ccc(NC(=O)c3cc4ccccc4o3)cc2Cl)CC1
-2.6	Cc1ccc2nc(N3CCC(C(=O)NCCC4=CCCCC4)CC3)[nH]c2c1
-1.1	CC(=O)Nc1ccc2nc(NC(=O)c3ccc(S(=O)(=O)N4CCCCC4)cc3)sc2c1
-15.6	O=C(NCCN1CCOCC1)c1cccn2c(=O)c3c4c(sc3nc12)CCCC4
-10.1	COc1ccc(-c2nc(SCc3cccnc3)c3c(=O)n(C)c(=O)n(C)c3n2)cc1
-9.8	COc1cc(OC)cc(-n2c(=O)c3sccc3n(Cc3cc(=O)n4c(C)cccc4n3)c2=O)c1
-8.2	O=C(CN1CCOCC1)Nc1nnc(SCC(=O)N2c3ccccc3Sc3ccccc32)s1
0.6	CCc1ccc(-n2c(=O)c3c(C)c(C(=O)N(C)C)sc3n(Cc3cccc([N+](=O)[O-])c3)c2=O)cc1
-6.7	CCOC(=O)c1cccc(NC(=O)COc2ccc(C)cc2C)c1
-2.2	COc1ccc(CNC(=O)C2c3ccccc3C(=O)N(C)C2c2cccs2)cc1 (stereo unspecified)
-9.0	O=C(NCCOC1=NS(=O)(=O)c2ccccc21)C(=O)Nc1ccccc1
5.5	O=C(Nc1ccc(Br)cc1)c1nn2c(c1Cl)NC(c1ccccc1)CC2C(F)(F)F (stereo unspecified)
-5.3	CCCCC(=O)N(c1ccc(C)c(C)c1)C1C=CS(=O)(=O)C1 (stereo unspecified)
-4.5	Cn1c(=O)[nH]c(=O)c2c1nc(N1CCCCCC1)n2CCSc1nc2ccccc2[nH]1

The results go on:
14-3-3g Raf	Structure
-10.8	Cc1nnc2n(Cc3ccccc3)c(=O)c3c4c(sc3n12)CN(Cc1ccccc1)CC4
-12.5	COc1cccc(NC(=O)C(NC(=O)C2CCCCC2)C(C)C)c1 (stereo unspecified)
-26.2	CCOc1ccc(-c2cc(C)n3nc(C(=O)Nc4ccccc4C(F)(F)F)cc3n2)cc1
4.8	COc1ccccc1C(=O)Oc1ccc2c(=O)c(Oc3cc(C)ccc3C)coc2c1
-3.8&-22.4	CC(=O)N(CC1CCCO1)C1(C(=O)NC2CCCC2)CCCCC1 (stereo unspecified)
-1.2	CCN(CC)C(=O)c1ccc(SCc2ccc(C)cc2)c([N+](=O)[O-])c1
2.0	Cc1cccc(C(=O)NC2CCN(CC(=O)N3CCOCC3)CC2)c1
-5.3	CC(=O)NC(CCS(C)(=O)=O)C(=O)Nc1cccc2ccccc12 (stereo unspecified)
-8.8	Cc1cc(C)cc(NC2=NS(=O)(=O)c3ccccc32)c1
2.8	CCCCCOc1ccccc1C(=O)NCCCC(=O)O
4.5	CC(C)Nc1nc(NC(C)C)nc(Oc2ccc(/C=N/O)cc2)n1
-1.4	COC(=O)C1=C(C)NC(C)=C(C(=O)OCCN(C)Cc2ccccc2)C1c1cccc([N+](=O)[O-])c1 (stereo unspecified)
-0.9	CC(C)CC1CC(C)(c2csc(N)n2)OC1=O (stereo unspecified)
-16.2	O=C(CC1CCCCC1)Nc1ncn[nH]1
-4.8	Cc1ccc(S(=O)(=O)NCC(=O)N(CC(=O)NCc2ccccc2)CC2CCCO2)cc1 (stereo unspecified)
-3.1	C=C(C)COc1cc(O)c2c(=O)cc(-c3ccccc3)oc2c1
-144.8	CCC1(C)Cc2c(sc3nc(SCC(N)=O)[nH]c(=O)c23)CO1 (stereo unspecified)
-10.8	CCCc1cc2c(=O)c(-c3nc(C)cs3)coc2cc1OC(C)=O
-1.1	CCc1ccc(NC(=O)c2nn3c(c2Cl)NC(c2ccccc2)CC3C(F)(F)F)cc1 (stereo unspecified)
-5.0	CCCCc1ccc(NC(=O)c2ccccc2[N+](=O)[O-])cc1
9.8	CCc1cc2c(=O)c(Oc3ccccc3F)c(C)oc2cc1OCC(=O)O
3.8&1.8	CCc1ccccc1N(CC)C(=O)c1cn(CC)c(=O)c2cc(OC)c(OC)cc12
-141.2	COc1ccccc1NC(=O)CSc1oc(-c2ccco2)nc1S(=O)(=O)c1ccc(C)cc1

Ordered by heavy-atom count (largest number first): some entries from above
14-3-3g Raf	Structure
-2.1	CCOc1c(Br)cc(C2Nc3ccccc3NC3=C2C(=O)CC(c2cc(OC)c(OC)c(OC)c2)C3)cc1OC (stereo unspecified)
-1.1	CC(=O)Nc1ccc2nc(NC(=O)c3ccc(S(=O)(=O)N4CCCCC4)cc3)sc2c1
1.1	CCC(C)NC(=O)CSc1nnc(-c2ccc(C(C)(C)C)cc2)n1C (stereo unspecified)
-3.1	COc1ccccc1OCc1ccc(C(=O)Nc2ccncc2)o1
-0.9	CC(C)CC1CC(C)(c2csc(N)n2)OC1=O (stereo unspecified)

An excerpt; rates above refer to the full screens.
